Screening results as filed in PubChem BioAssay.
HEK293 NOD2/NF-kB = NOD2 signaling inhibitors, cell-based, luminescence, uHTS, HEK293 (AID 1566) | HEK293 NOD2/NF-kB luciferase reporter, luminescence; higher % means a stronger effect | inhibition, % at 4 µM, or EC50 in µM where a hit was titrated | 290,000 tested, 0.63% active; further: many of its hits are not listed in these tables
TNAP activation fold = stimulation of alkaline phosphatase TNAP activity – biochemical, luminescent, no phosphate acceptor, uHTS, primary screen (AID 1001); purified TNAP, luminescent activation assay, no phosphate acceptor; higher activation fold means a stronger effect; activation fold at 20 µM, or EC50 in µM where a hit was titrated; 200,000 tested, 0.03% active; in the data active means activation fold from about 3, or a potency from the dose series; inactive means the rest, 99 in 100 with activation fold below about 1.6; further: many of its hits are not listed in these tables
XIAP antagonists = small molecules displacing peptide from XIAP – biochemical, IAP family, fluorescence polarization (AID 1018). XIAP BIR domain, fluorescence polarization peptide displacement; higher % means a stronger effect. one-dose displacement, % at 20 µM; IC50 in µM for titrated hits. 200,000 tested, 0.007% active; in the data active means displacement above about 50%; further: a part of the inactive calls stands beside numbers as strong as those of hits
PMI inhibition = human PMI inhibitors, high substrate, primary screen, biochemical, fluorescence intensity, high mannose 6-phosphate (AID 1220). recombinant PMI enzyme, coupled fluorescence intensity; higher % means a stronger effect. inhibition, % at 20 µM; hits with a dose series show IC50 in µM. 190,000 tested, 0.66% active
LYP phosphatase = PTPN22 lymphoid phosphatase activity blockers – biochemical, fluorescence intensity, uHTS (AID 1779); recombinant LYP phosphatase, fluorescence intensity; higher % means a stronger effect; 290,000 tested, 0.054% active; inhibition, % at 11.5 µM; hits with a dose series show IC50 in µM;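 further: plate controls were vehicle with enzyme for no effect and no enzyme for full effect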
human PMI inhibition = MPI enzyme activity inhibition – biochemical, fluorescence intensity, coupled assay, primary screen (AID 1209) | one-dose inhibition, % at 20 µM; IC50 in µM for titrated hits | purified PMI enzyme, coupled fluorescence intensity; higher % means a stronger effect | 190,000 tested, 0.42% active;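 further: plate controls were DMSO vehicle for no effect and wells lacking substrate for full effect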
KOR beta-arrestin-1 = KOR agonists, beta-arrestin recruitment, primary screen, cell-based, luminescence, uHTS (AID 1777); KOR beta-arrestin recruitment, luminescence; higher % means a stronger effect; activation, % at 10 µM, or EC50 in µM where a hit was titrated; 280,000 tested, 0.02% active; in the data active means activation above about 50%, passing the limit was not always enough; further: a part of the inactive calls stands beside numbers as strong as those of hits
NOD1 NF-kB reporter = inhibition of NOD1-driven NF-kB reporter – cell-based, luminescence, uHTS, primary screen (AID 1578). NOD1-driven NF-kB luciferase reporter cells, luminescence; higher % means a stronger effect. inhibition, % at 4 µM; hits with a dose series show EC50 in µM. 290,000 tested, 1% active; in the data active means inhibition mostly above about 36%, no sharp cut-off; inactive means mostly below about 34%;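 further: HEK-293T reporter cells stimulated with the NOD1 agonist gamma-tri-DAP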
KOR beta-arrestin-2 = KOR antagonists, beta-arrestin recruitment, cell-based, luminescence, uHTS (AID 1778); KOR beta-arrestin recruitment, luminescence, antagonist mode; higher % means a stronger effect; inhibition, % at 10 µM, or IC50 in µM where a hit was titrated; 290,000 tested, 0.091% active; further: strong numbers were not always called active
Numbers without * were called inactive; nt = not tested or not shown; [ ] = dose if it differs, or a comment. Unless noted, no stated cut-off is given here; in the data, active means inhibition above about 50%; inactive means the rest. Some of the compounds tested, so the mix of outcomes need not match the whole.

SMILES	HEK293 NOD2/NF-kB	TNAP activation fold	XIAP antagonists	PMI inhibition	LYP phosphatase	human PMI inhibition	KOR beta-arrestin-1	NOD1 NF-kB reporter	KOR beta-arrestin-2
Cc1ccc(S(=O)(=O)N(CC(=O)N(C)C)c2cccc([N+](=O)[O-])c2)cc1	-1%	1.1	-7.2%	5%	-2%	2%	-6.0%	-18%	-2%
CN(C)S(=O)(=O)N(CC(=O)N1CCC(Cc2ccccc2)CC1)c1ccccc1	13%	1.1	-3.1%	5%	-2%	3%	-2.1%	2%	-14%[20 µM]
COC(=O)c1ccc(/C=C2\CCn3c2nc2cc(C(=O)O)ccc2c3=O)cc1	20%	nt	nt	nt	-13%	nt	-3.5%	-13%	-2%
CC1CCN(C(=O)C2CCN(S(=O)(=O)c3cccc4cccnc34)CC2)CC1	9%	nt	nt	nt	-7%	nt	-6.0%	-16%	5%
COc1ccccc1C(=O)Nc1cc2cc(Cl)ccc2oc1=O	-1%	1.1	-5.2%	-8%	-6%	-5%	-0.6%	11%	-13%
O=C(Cc1c(Cl)cccc1Cl)NCCc1ccc(Cl)cc1	-5%	1.1	-1.8%	12%	-6%	18%	-1.8%	-24%	-1%
O=C1c2ccccc2C2(c3ccc(F)cc3)NCCN12 (configuration not stated)	-2%	1	-9.9%	-2%	-5%	-5%	2.7%	-32%	-12%[20 µM]
CCN(CC)S(=O)(=O)c1ccc(OC)c(NC(=O)CSc2cc(C)ccc2C)c1	-3%	1	2.5%	9%	6%	8%	5.1%	-19%	18%
O=C(COC(=O)CNC(=O)c1cccc([N+](=O)[O-])c1)Nc1cccc(S(=O)(=O)N2CCCCC2)c1	7%	1	-9.5%	-3%	-9%	7%	-2.9%	-2%	16%
C#CCNC(=O)C1=C[C@H](c2ccccc2)[C@@H](CCCO)[C@H](OCC)O1	-3%	1.1	-4.0%	-9%	0%	-5%	-0.4%	-22%	-7%
CC(/C=N/NC(=O)c1ccc(Br)cc1)=C\c1ccccc1	-7%	1.1	-3.2%	-9%	3%	-5%	1.3%	-22%	-18%
CC1=C(C)CS(=O)N(S(=O)(=O)c2ccccc2)C1 (configuration not stated)	1%	1.1	-2.0%	-15%	-4%	-11%	0.3%	-10%	-64%
Cc1occc1C(=O)NC(C)CCc1ccccc1 (configuration not stated)	15%	1.1	-0.7%	-10%	-5%	-8%	-5.7%	-1%	-2%
C=CCNCC(=O)N1N=C(c2ccc3ccccc3c2)CC1c1ccc(OC)cc1 (configuration not stated)	13%	0.9	-0.3%	-5%	4%	-5%	-0.5%	4%	-54%
CCCOc1ccc(C2C(=O)N(C3CCCCCC3)CC(=O)N2Cc2ccco2)cc1OC (configuration not stated)	8%	1.2	0.8%	10%	-6%	9%	-6.0%	-4%	23%
Cn1cnnc1SCC(=O)Nc1cccc(S(=O)(=O)N2CCOCC2)c1	8%	1.2	-4.2%	-3%	-5%	-6%	-3.6%	-23%	-16%
COc1ccccc1C(CC(=O)Nc1ccccc1C)c1ccc(OC(C)C)cc1 (configuration not stated)	-15%	1.5	-2.1%	3%	2%	20%	-1.6%	-10%	28%
COc1ccc(-c2csc(NC(=O)Cc3cccc4ccccc34)c2C(=O)O)cc1	18%	1.1	-3.7%	-1%	-7%	0%	-8.5%	-37%	-22%
O=C(CCCn1c(=S)[nH]c2cc3c(cc2c1=O)OCO3)NC1CC1	2%	1	-5.4%	-3%	2%	-6%	-2.2%	7%	6%
O=C(NCc1ccccc1)c1onc(CSc2ccccc2)c1C(=O)NCC1CC1	27%	nt	nt	nt	12%	nt	-1.0%	-12%	27%
COc1cc(C)ccc1OCc1cc(C(=O)N(Cc2nccn2C)C(C)C)no1	-27%	nt	nt	nt	-12%	nt	-0.1%	-54%	-23%
CC(CN1CCCC1)OC(=O)c1cccc(F)c1 (configuration not stated)	0%	nt	nt	nt	-4%	nt	-0.4%	-14%	5%
Cc1ccccc1NC(=O)c1cccc(S(C)(=O)=O)c1	15%	1.1	-9.2%	1%	-6%	2%	-3.6%	-32%	4%
CCOc1ccc(S(=O)(=O)N2CCCC(C(=O)N3CCN(CC)CC3)C2)cc1Cl (configuration not stated)	-11%	nt	nt	nt	-3%	nt	-0.1%	-14%	-25%
O=C(O)CCCCCN1C(=O)CCC1=O	9%	1.1	-4.0%	2%	-13%	5%	1.2%	13%	-17%
OC(Cc1nc2ccccc2[nH]1)c1ccccc1Cl (configuration not stated)	-22%	1	-4.7%	-7%	-6%	-10%	5.7%	6%	-31%
CSc1nc(C)c2c(n1)N(c1ccc(F)cc1)CC2	21%	1.1	-2.2%	-2%	-6%	1%	0.8%	0%	0%
COc1ccc(Nc2nc(-c3ccncc3)nc3ccccc23)cc1	23%	nt	nt	nt	-10%	nt	-2.3%	10%	7%
N#C/C(N)=C(/C#N)N=Cc1cccc(Cl)c1	-23%	nt	nt	nt	0%	nt	5.0%	13%	-16%
COc1ccc(OCCC(=O)OCC(=O)NCc2ccc(F)cc2)cc1	5%	1.1	-4.3%	1%	0%	-1%	0.0%	-39%	19%
O=C(NCCN1CCOCC1)c1c(F)c(F)c(F)c(F)c1F	0%	1.1	-0.4%	10%	-1%	7%	-6.5%	-15%	9%
CC(=O)Nc1cccc(NC(=O)C2CC3CCC2C3)c1 (configuration not stated)	5%	1.1	-9.1%	6%	-4%	19%	-2.3%	13%	-14%
O=C(Nc1sc2c(c1C(=O)NCCO)CCCC2)c1ccco1	29%	nt	nt	nt	-2%	nt	0.0%	-13%	-14%
O=C(CC1C(=O)NCCN1Cc1ccccc1)NCCC1=CCCCC1 (configuration not stated)	-2%	nt	nt	nt	-1%	nt	1.4%	-37%	3%
Cc1cc(NC(=O)c2ccc(NC(=O)C3CC3)cc2)no1	-18%	0.9	-6.7%	-12%	1%	-14%	-0.7%	-33%	-16%[20 µM]
COC(=O)c1ccc(OC)c(CN2CCCN(Cc3cc(C)ccc3C)S2(=O)=O)c1	27%	nt	nt	nt	-3%	nt	-0.7%	4%	-9%
CCOc1ccc(-n2c(C)c(C(C)=O)c(C(C)=O)c2C)cc1	18%	1	-3.4%	3%	-6%	2%	-1.4%	-21%	-12%
CC(=O)Nc1nc(C)c(-c2csc(Nc3ccc(S(N)(=O)=O)cc3)n2)s1	9%	nt	nt	nt	-14%	nt	-2.7%	-4%	19%
S=C(Nc1ccc(CN2CCCCC2)cc1)Nc1cccc(Cl)c1Cl	-16%	nt	nt	nt	-8%	nt	-4.0%	-8%	23%
CC1(C)CC(=O)C2=C(C1)N(CCN1CCOCC1)C1=C(C(=O)CC(C)(C)C1)C2c1ccc(Cl)c([N+](=O)[O-])c1	3%	1.1	-2.1%	5%	-2%	-5%	-3.0%	-18%	0%

A different layout for part of the listing above:
Cc1ccccc1NC(=O)c1cccc(S(C)(=O)=O)c1
  HEK293 NOD2/NF-kB: 15%	TNAP activation fold: 1.1	XIAP antagonists: -9.2%	PMI inhibition: 1%	LYP phosphatase: -6%	human PMI inhibition: 2%	KOR beta-arrestin-1: -3.6%	NOD1 NF-kB reporter: -32%	KOR beta-arrestin-2: 4%
S=C(Nc1ccc(CN2CCCCC2)cc1)Nc1cccc(Cl)c1Cl
  HEK293 NOD2/NF-kB: -16%	TNAP activation fold: nt	XIAP antagonists: nt	PMI inhibition: nt	LYP phosphatase: -8%	human PMI inhibition: nt	KOR beta-arrestin-1: -4.0%	NOD1 NF-kB reporter: -8%	KOR beta-arrestin-2: 23%

Eleven entries already listed, sorted by molar mass, ascending:
SMILES	HEK293 NOD2/NF-kB	TNAP activation fold	XIAP antagonists	PMI inhibition	LYP phosphatase	human PMI inhibition	KOR beta-arrestin-1	NOD1 NF-kB reporter	KOR beta-arrestin-2
CC(CN1CCCC1)OC(=O)c1cccc(F)c1 (configuration not stated)	0%	nt	nt	nt	-4%	nt	-0.4%	-14%	5%
OC(Cc1nc2ccccc2[nH]1)c1ccccc1Cl (configuration not stated)	-22%	1	-4.7%	-7%	-6%	-10%	5.7%	6%	-31%
Cc1cc(NC(=O)c2ccc(NC(=O)C3CC3)cc2)no1	-18%	0.9	-6.7%	-12%	1%	-14%	-0.7%	-33%	-16%[20 µM]
O=C(NCCN1CCOCC1)c1c(F)c(F)c(F)c(F)c1F	0%	1.1	-0.4%	10%	-1%	7%	-6.5%	-15%	9%
COc1ccc(Nc2nc(-c3ccncc3)nc3ccccc23)cc1	23%	nt	nt	nt	-10%	nt	-2.3%	10%	7%
O=C(Nc1sc2c(c1C(=O)NCCO)CCCC2)c1ccco1	29%	nt	nt	nt	-2%	nt	0.0%	-13%	-14%
S=C(Nc1ccc(CN2CCCCC2)cc1)Nc1cccc(Cl)c1Cl	-16%	nt	nt	nt	-8%	nt	-4.0%	-8%	23%
COc1cc(C)ccc1OCc1cc(C(=O)N(Cc2nccn2C)C(C)C)no1	-27%	nt	nt	nt	-12%	nt	-0.1%	-54%	-23%
CC(=O)Nc1nc(C)c(-c2csc(Nc3ccc(S(N)(=O)=O)cc3)n2)s1	9%	nt	nt	nt	-14%	nt	-2.7%	-4%	19%
COC(=O)c1ccc(OC)c(CN2CCCN(Cc3cc(C)ccc3C)S2(=O)=O)c1	27%	nt	nt	nt	-3%	nt	-0.7%	4%	-9%
CCOc1ccc(S(=O)(=O)N2CCCC(C(=O)N3CCN(CC)CC3)C2)cc1Cl (configuration not stated)	-11%	nt	nt	nt	-3%	nt	-0.1%	-14%	-25%

Remaining list, next part:
SMILES	HEK293 NOD2/NF-kB	TNAP activation fold	XIAP antagonists	PMI inhibition	LYP phosphatase	human PMI inhibition	KOR beta-arrestin-1	NOD1 NF-kB reporter	KOR beta-arrestin-2
COc1cc(CNc2ncc(-c3ccc(Br)cc3)n2C)cc(OC)c1OC	12%	nt	nt	nt	-1%	nt	-0.6%	24%	-6%[20 µM]
CCn1nnc2cc(C(=O)Nc3cc(S(C)(=O)=O)ccc3Cl)ccc21	5%	nt	nt	nt	-8%	nt	-1.2%	-34%	1%
Cc1ccc(C(C)C)c(OCCN2CCc3ccccc3C2)c1	-16%	nt	nt	nt	1%	nt	1.8%	11%	-16%[20 µM]
O=C1C2C3C=CC(CC3)C2C(=O)N1c1ccc(F)cc1 (configuration not stated)	-3%	nt	nt	nt	-8%	nt	-3.7%	7%	-19%[20 µM]
Cc1cc(O)c(C(=O)Nc2cccc(Cl)c2)c(=O)n1C	-66%	nt	nt	nt	-11%	nt	0.7%	-83%	-14%
CCOc1ccc(N(CC(=O)Nc2ccccc2C)S(=O)(=O)c2c(C)noc2C)cc1	-17%	1.1	-6.1%	-6%	-3%	0%	4.9%	19%	-53%
C=CCSc1n[nH]c2nc3c(c(=O)n12)C1(CCCC1)Cc1ccccc1-3	17%	1.1	-1.5%	-70%	4%	-35%	-0.7%	-4%	-13%
O=C(CN(Cc1ccc(F)cc1)C(=O)CNS(=O)(=O)c1ccc(Cl)cc1)NCC1CCCO1 (configuration not stated)	8%	nt	nt	nt	-2%	nt	3.6%	-14%	-10%
Cc1nonc1NC(=O)CSc1nnc(-c2ccoc2C)n1C	9%	1	-3.7%	-18%	-4%	-22%	4.3%	15%	16%
Cn1nnnc1NCc1ccc(Cl)cc1	13%	1.1	0.5%	-7%	-7%	-8%	-6.5%	-23%	5%
S=C(Nc1ccc(Cl)cc1Cl)N1CCN(c2ccccn2)CC1	5%	nt	nt	nt	-8%	nt	-2.2%	16%	-7%
CCNS(=O)(=O)c1ccc2c3c(cccc13)C(=O)N2	8%	1.2	-4.5%	-6%	-4%	-5%	-8.1%	-6%	22%
N/C(=N\OS(=O)(=O)c1cc(Cl)ccc1Cl)c1ccncc1	17%	1.1	-4.9%	-9%	-6%	-10%	-3.9%	-8%	2%
Cc1ccc(N(CC(=O)N/N=C/c2cccc(Br)c2)S(C)(=O)=O)cc1	17%	1.1	nt	-4%	2%	-3%	6.8%	-7%	6%
